Screening results deposited in PubChem by National Center for Advancing Translational Sciences (NCATS).
LDHA block: inhibitors of human lactate dehydrogenase A | P00338 | purified LDHA, NADH/diaphorase-resazurin fluorescence; hits give low values | activity change, % (values are at about 110 or 230 µM) | 0.15% of 480,000 active; in the data active means activity change below about -30%; inconclusive means mostly about -25% to -30%;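 further: plate controls were DMSO wells for no effect and wells without enzyme for full effect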
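Enzyme activity of human lactate dehydrogenase 5 (2 nM; 0.06 mM NADH, 0.2 mM pyruvate, 5 min, RT) is measured via a resazurin/diaphorase fluorescence readout of residual NADH.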
TrxR1 substrate: is turned over as a substrate by rat TrxR1; O89049; 0.01% of 390,000 active; purified TrxR1 substrate turnover, NADPH consumption readout; AID 588456; Potency, µM (titrated, usually from 114 µM), for inactives: top-dose activity change, negative = substrate turnover; further: potency means the concentration at half of the fitted maximal effect; on the % scale 0 is the no-effect control and ±100 the full control effect; nearly all actives have a fitted effect of over 50% in size
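Rat TrxR1, dispensed at 90 nM, was prereduced with 400 uM NADPH (final) for 5 min at ~22 deg C, then incubated with compound 15 min before 400 uM selenite. A first-read NADPH fluorescence drop versus no-compound background flagged substrates.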
IDH1 R132H inh: human IDH1 R132H inhibition; AID 602179; O75874; IDH1-R132H enzyme, NADPH consumption, diaphorase/resazurin fluorescence; Potency, µM (series often up to 76.6 µM), inactives show at the top dose activity change, negative = inhibition, usual class: inhibitors; 0.093% of 390,000 active; further: potency means the concentration at half of the fitted maximal effect; on the % scale 0 is the no-effect control and ±100 the full control effect; nearly all actives have a fitted effect of over 65% in size
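IDH1-R132H (0.5 ug/mL dispensed) in pH 7.5 Tris buffer was preincubated 30 min with compound, then given a substrate mix of 0.016 mM NADPH and 2 mM alpha-KG for 80 min at room temperature; remaining NADPH was read by diaphorase/resazurin fluorescence.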
GRP78 ERSR act: ER stress response induction in glioma. U87-MG GRP78 promoter luciferase reporter, 16 h. Potency, µM, inactives show top-dose activation, hits mostly activators. 0.02% of 420,000 active. AID 602332; further: potency means the concentration at half of the fitted maximal effect; series mostly up to about 76 µM; % of control where 0% means no effect; nearly all actives have a fitted effect of over 35% in size
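ERSR induction read as luciferase luminescence (Bright-Glo, 10 min at room temperature) in stably transfected human U87-MG glioma cells exposed to compounds for 16 h, using GRP78 as sensor.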
USP1 inh: blocks the human USP1/UAF1 deubiquitinase complex; recombinant USP1/UAF1, Ub-Rhodamine cleavage fluorescence; Potency, µM (doses to about 57.1 µM), for the others: at the highest dose activity change, negative = inhibition, usual class: inhibitors; 0.23% of 390,000 active; AID 743255; further: potency means the concentration at half of the fitted maximal effect; on the % scale 0 is the no-effect control and ±100 the full control effect; nearly all actives have a fitted effect of over 60% in size; inactives centre near -12
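Step one: compound is pinned into 1nM USP1/UAF1 in HEPES pH 7.8 buffer with TCEP. Step two: 15 min room-temperature incubation. Step three: Ub-Rho (150nM final) starts cleavage, tracked by fluorescence over six one-minute reads.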
PI4K2A inh: blocks human PI4K2A kinase activity; purified PI4K2A, ADP-Glo luminescence, 1 h; hits give low values; activity change, negative = inhibition, % at 76.9 µM; 0.13% of 420,000 active; AID 1346378; in the data active means activity change below about -50%; inconclusive means mostly about -30% to -49%;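 further: -100% = wells without enzyme as full effect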
Target sequence (Q9BTU6 whole entry, looked up): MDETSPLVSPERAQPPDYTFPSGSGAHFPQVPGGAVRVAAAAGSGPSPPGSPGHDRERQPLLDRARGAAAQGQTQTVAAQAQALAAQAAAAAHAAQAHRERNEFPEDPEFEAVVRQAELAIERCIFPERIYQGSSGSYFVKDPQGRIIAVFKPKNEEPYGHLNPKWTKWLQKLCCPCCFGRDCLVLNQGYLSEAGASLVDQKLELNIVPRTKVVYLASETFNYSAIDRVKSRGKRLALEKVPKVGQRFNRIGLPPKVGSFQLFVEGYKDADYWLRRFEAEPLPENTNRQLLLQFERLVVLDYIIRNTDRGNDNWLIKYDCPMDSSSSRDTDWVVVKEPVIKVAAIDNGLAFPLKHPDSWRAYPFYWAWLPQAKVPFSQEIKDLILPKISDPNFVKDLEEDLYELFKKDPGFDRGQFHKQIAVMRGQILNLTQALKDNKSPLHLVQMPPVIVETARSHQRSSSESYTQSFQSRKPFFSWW
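ADP-Glo luminescence measured ADP generated by PI4K2A enzyme (4 ug/mL before mixing) with 1.2 mM PI substrate (pre-mix) and 300 microM ATP (pre-mix). Tris pH7.5 buffer with MgCl2, Triton X-100; 1 h reaction at ambient temperature.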
RXFP1 ag: agonists of human relaxin receptor RXFP1 | Q9HBX9 | HEK293T-RXFP1 cAMP TR-FRET, 30 min; response scale: percent of porcine relaxin response, buffer zero | Potency, µM (highest dose often 57.5 µM), inactives show top-dose activation, actives largely listed as activators | 0.3% of 370,000 active; further: potency means the concentration at half of the fitted maximal effect; on the % scale 0 is the no-effect control and ±100 the full control effect; nearly all actives have a fitted effect of over 60% in size; many of its hits are not listed in these tables
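Agonist response is measured as cAMP accumulation in an RXFP1-transfected HEK293T line under PDE4 inhibition. Values are scaled between buffer-only and 29 nM porcine relaxin, and EC50s come from standard Hill equation fits.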
Vif-APOBEC3F blk: blocks the Vif interaction with APOBEC3F; HeLa A3F-eYFP + Vif (tagged APOBEC3F with the HIV-1 protein that degrades it), YFP fluorescence increase; Potency, µM (highest dose often 46.1 µM), without a hit: top-dose activity, negative = active; 0.2% of 390,000 active; AID 602313; further: potency means the concentration at half of the fitted maximal effect; % of control where 0% means no effect; nearly all actives have a fitted effect of over 65% in size
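HeLa cells stably expressing A3F-eYFP plus Vif, plated and incubated overnight at 37 deg C, then exposed to compounds overnight at 37 deg C. Blocked degradation read as raised yellow fluorescence (Ex 488/Em 500-530).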
Vif-APOBEC3G blk: Vif-A3G binding inhibition | HeLa A3G-eYFP + Vif (tagged APOBEC3G with the HIV-1 protein that degrades it), YFP fluorescence, overnight | Potency, µM (series often up to 46.1 µM), for inactives: at the highest dose activity, negative = active, actives largely listed as inhibitors | 0.076% of 410,000 active | AID 602310;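 further: potency means the concentration at half of the fitted maximal effect; on the % scale 0 is the no-effect control and ±100 the full control effect; nearly all actives have a fitted effect of over 60% in size; hits raise eYFP signal because A3G escapes Vif-driven loss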
Target sequence (Q9HC16 whole entry, looked up): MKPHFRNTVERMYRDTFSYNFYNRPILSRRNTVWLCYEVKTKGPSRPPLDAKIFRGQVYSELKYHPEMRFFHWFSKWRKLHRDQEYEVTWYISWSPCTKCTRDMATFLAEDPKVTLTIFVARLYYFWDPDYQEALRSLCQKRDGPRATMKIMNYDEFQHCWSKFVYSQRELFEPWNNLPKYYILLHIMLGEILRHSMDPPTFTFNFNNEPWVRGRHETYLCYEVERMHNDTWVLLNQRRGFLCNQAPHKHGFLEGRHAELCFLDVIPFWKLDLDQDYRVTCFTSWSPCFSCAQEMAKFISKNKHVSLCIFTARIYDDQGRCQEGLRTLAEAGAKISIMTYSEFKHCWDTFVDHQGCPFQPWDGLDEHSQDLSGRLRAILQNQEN
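Read-out is eYFP fluorescence (Ex 488/Em 500-530) from Vif-expressing HeLa A3G-eYFP cells; more signal means A3G escaped Vif-mediated degradation. Cells plated overnight, compound pinned in, incubated overnight at 37 deg C.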
Starred values were filed as active, the others as inactive; u = inconclusive; x = no result given; & = joins results of further samples; [ ] = dose if it differs, or a comment. Unless noted, the call rests on the fitted dose curve; in most records, active means well fitted curve in the direction sought with a large enough effect; inconclusive means small, poorly fitted or top-dose-only effect, or another doubt; inactive means no such curve, though single readings can be large; an effect the other way counts as inactive or inconclusive.

Screens in order – LDHA block | TrxR1 substrate | IDH1 R132H inh | GRP78 ERSR act | USP1 inh | PI4K2A inh | RXFP1 ag | Vif-APOBEC3F blk | Vif-APOBEC3G blk
Cc1cccc(N(C(=O)Cc2cccs2)C(C(=O)NC2CCCC2)c2ccsc2)c1 (stereo not drawn)
  0 | 1% | u | -3% | -2% | 5 | 1.6% | 1% | -1%
O=C(COC(=O)CNS(=O)(=O)c1cccc(Br)c1)NC(=O)Nc1ccc2c(c1)OCCO2
  -4 | -4% | -1% | 2% | -15% | 2 | 0.6% | -10% | 0%
COc1ccc(Nc2cc(C(=O)NCCCN(C)C3CCCCC3)c3ccccc3n2)c(OC)c1
  -3 | -9% | 0% | -4% | -9% | 2 | 2.6% | -4% | 4%
COc1ccc(NC(=O)c2cnc3sc(N4CCOCC4)nn3c2=O)c(OC)c1
  0 | 10%[57.1 µM] | -1% | -2% | 3% | 2 | 0.2% | -8% | 0%
COc1ccc2[nH]cc(CCNC(=O)C3CCCO3)c2c1 (stereo not drawn)
  5 | 5% | 4% | -1% | -8% | 0 | 0.0% | 1% | -5%
CCOC(=O)c1c(C)c(C(=O)NC2CCCCCC2)c(C)n1C
  -1 | 2% | -2% | 0% | -20% | 2 | 0.8% | -1% | -2%
COc1ccc(CNC(=O)CN2C(=O)COc3ccc(S(=O)(=O)N4CCCC4)cc32)cc1
  0 | -3% | -1% | -1% | -15% | -1 | 4.8% | 0% | 0%
COc1cccc(NC(=S)N(CCCN2CCOCC2)Cc2cn(C)c3ccccc23)c1
  0 | -20%[57.1 µM] | 3% | -5% | -15% | -5 | -0.1% | 14% | 2%
CCCCC/C=N/NC(=O)c1[nH]c2ccc([N+](=O)[O-])cc2c1C
  -3 | -15% | -1% | -1% | -11% | 2 | 1.9% | 11% | 2%
CCc1nnc(NC(=O)c2ccc(Cl)nc2)s1
  -4 | 1% | 29% | 1% | -4% | 0 | 0.9% | -1% | 0%
O=c1cc(CO)oc(CN2CCC(Cc3ccccc3)CC2)c1O
  5 | -6% | 6% | -9% | -12% | -2 | 1.8% | 0% | 5%
Clc1ccccc1Nc1nc(-c2cccnc2)cs1
  -8 | 6% | 6% | -6% | -22% | 0 | 0.7% | 1% | -4%
CCc1ccc2oc(C(=O)Nc3c(C)n(C)n(-c4ccccc4)c3=O)cc(=O)c2c1
  -16&-6 | -9% | 2% | -5% | -23% | 4 | -0.4% | -1% | -2%
Cc1cc(-c2ccccc2)nn1-c1nc2c(c(=O)[nH]c(=O)n2C)n1C
  -2 | 13% | 4% | 0% | -18% | 0 | 5.1% | 1% | 1%
O=C(c1cccc(N2CCNC2=O)c1)N1CCCC(Nc2cccc(F)c2)C1 (stereo not drawn)
  -1 | -3% | 5% | -4% | -18% | -4 | -0.2% | 0% | -2%
CCc1nc2ccc(C(=O)Nc3cccc(OCC(=O)N(C)C)c3)cn2c1N(C)C(=O)c1ccncc1
  -6 | x | x | -1% | x | -2 | x | x | -4%
NC(N)=NS(=O)(=O)c1ccc(NC(=S)NC(=O)/C=C/c2cccs2)cc1
  -14 | 1%[57.1 µM] | -7% | -1% | -9% | -3 | 0.7% | -10% | 0%
COc1ccc(NC(=O)N2CCC(NC(=O)c3ccco3)CC2)cc1
  -1 | 6%[57.1 µM] | 0% | -1% | -2% | -4 | 1.4% | 0% | 0%
O=C(Cc1ccc(F)cc1)N(c1ccc(F)cc1)C1C=CS(=O)(=O)C1 (stereo not drawn)
  0 | 6% | -2% | -3% | 0% | 0 | 3.3% | -2% | 0%
Cc1ccc2c(c1)C(c1ccccc1)N(C(=O)CC(C)C)CC(=O)N2 (stereo not drawn)
  4 | 1% | 0% | -3% | -18% | 0 | -5.9% | 9% | 0%
COc1ccc(N(CC(=O)NC(C)c2ccccc2)S(=O)(=O)c2c(C)noc2C)cc1 (stereo not drawn)
  -2&-7 | -3%&1% | 0%&-1% | -4%&-3% | -21%&-28% | -1&-11 | -0.5%&-0.9% | 0%&0% | -5%&-7%
COc1ccc(NC(=O)C2CCN(C(=O)c3ccco3)CC2)c(OC)c1
  -4 | 2% | -2% | 0% | -7% | 5 | 2.0% | 1% | -4%
CCOc1nc(NCc2ccco2)nc(Nc2ccc(OC)cc2)n1
  -3 | 8%[57.1 µM] | 15% | 4% | -14% | 3 | 0.6% | -1% | -2%
COc1ccc(CNC(=O)c2cc3c(s2)-c2ccccc2OC3)cc1
  -3 | 226%[activator] | 7% | -1% | -13% | 4 | 7.9% | 3% | -5%
CCCn1c(SCc2ccon2)nc2ccccc2c1=O
  -5 | -20% | 8% | -3% | -1% | -12 | 0.9% | -10% | 5%
Cc1cc(NC(=O)c2noc3c2CCCC3)no1
  -10 | 4% | -3% | 7% | -9% | 10 | 0.5% | 2% | -1%
CCc1ccc(NC(=O)C2CCCN(c3nn4cc(-c5ccc(OC)cc5)nc4s3)C2)cc1 (stereo not drawn)
  -3 | -3% | -6% | -4% | -6% | -2 | 0.3% | -15% | 3%
COc1ccc(C(=O)N2CCCCC2c2cc(C(=O)Nc3ccc(F)c(Cl)c3)no2)cc1 (stereo not drawn)
  -4 | x | x | -2% | x | 0 | x | x | -6%
COc1ccc(/C=N\NC(=O)c2ccc(-c3ccccc3)cc2)cc1COC(C)=O
  -3 | 11% | -1% | -2% | -16% | 3 | -0.7% | 3% | -5%
CCOCCCNC(=O)Cn1ncc2c([nH]c3ccc(C)cc32)c1=O
  -3 | 17% | x | x | 3% | 0 | 0.8% | x | x
CCOC(=O)C(CCCCC(NC(C)=O)(C(=O)OCC)C(=O)OCC)(NC(C)=O)C(=O)OCC
  -4 | 5%[57.1 µM] | 3% | -3% | -17% | -1 | -1.5% | 6% | 0%
O=C(O)c1cc(Br)ccc1NN=C1CCCCC1
  -9 | 0% | 1% | 1% | -9% | -3 | -0.3% | 6% | -4%
Cc1ccc(C(=O)Nc2ccc(S(=O)(=O)Nc3ncccn3)cc2)cc1[N+](=O)[O-]
  -3 | -1% | 8% | -7% | -16% | -3 | 2.8% | -5% | 1%
Cc1cc(C)cc(OCC(=O)N2CCCCCC2)c1
  -4 | 4% | 0% | -3% | -2% | 6 | 0.6% | -3% | 1%
Cc1ccc(S(=O)(=O)N2CCN(S(=O)(=O)N3CCOCC3)CC2)cc1
  -9 | 3%[57.1 µM] | 8% | -4% | -2% | 0 | 1.5% | 2% | 0%
O=C(O)Cc1nc(-c2cccnc2)sc1-c1ccc(Br)cc1
  -5 | 14% | -5% | -6% | -11% | 4 | 9.6% | -1% | -1%
O=C(O)CCCC(=O)Nc1ccc(OCc2nc3ccccc3s2)cc1
  -6 | -4% | 23% | 1% | -7% | -12 | 2.5% | -9% | -2%
COC(=O)NCc1ccc(CNC(=O)OC)cc1
  -5 | 5% | -5% | -4% | 9% | -11 | 1.8% | 5% | 1%
CCOC(=O)C(=O)c1csc(NC(=O)COc2ccc(N(C)S(=O)(=O)c3ccc(F)cc3)cc2)n1
  5 | -11% | 3% | -7% | -10% | 0 | 0.9% | -8% | -3%
NC(=O)N/N=C/c1sc(N2CCCCC2)nc1-c1cccs1
  4 | -1% | 2% | 2% | -13% | u | x | 3% | u
COc1cc(OC)c(OC)cc1/C=C/c1nc2cc3ccccc3cc2c(=O)n1-c1ccc(F)c(Cl)c1
  3 | -4%[57.1 µM] | 1% | -3% | -20% | 2 | 2.5% | -17% | -1%
COc1ccc(CCNC(=O)C2CCN(S(=O)(=O)N3CCC(C)CC3)CC2)cc1OC
  -2 | 5% | 11% | 0% | -28% | -2 | 0.4% | -6% | -2%
COc1ccc(S(=O)(=O)c2c(Nc3c(C)cccc3C)sc(C(=O)c3ccc(F)cc3)c2N)cc1
  -2 | -9%[57.1 µM] | 3% | -5% | -11% | 0 | 0.5% | -8% | -21%
Cc1cc(C)c(C)c(S(=O)(=O)N2CCC(C(=O)N3CCCCCCC3)CC2)c1C
  -1 | 3% | 2% | -3% | u | -1 | 2.0% | 0% | 8%
CCOc1ccc(-c2cn3c(n2)sc2cc(C(=O)NC(C)C45CC6CC(CC(C6)C4)C5)ccc23)cc1 (stereo not drawn)
  -2 | 11% | -22% | -2% | 7% | -3 | 0.3% | 7% | 4%
O=[N+]([O-])c1ccc(CSc2ccccn2)cc1
  -1 | 7%[57.1 µM] | 6% | 3% | 0% | 5 | -0.1% | -2% | -1%
CCc1nnc(NC(=O)C(NS(=O)(=O)c2ccccc2)C(C)C)s1 (stereo not drawn)
  -5 | x | -7% | -4% | -17% | 0 | x | -8% | 1%
COc1ccc(NC(=O)N(Cc2cc3cc(C)ccc3[nH]c2=O)CC2CCCO2)cc1 (stereo not drawn)
  -1 | 3%[57.1 µM] | -22% | -5% | -1% | -9 | 6.9% | 3% | -29%
O=C(NCC(=O)N1CCCCCCC1)c1ccco1
  -3 | 3% | -9% | 1% | -22% | 3 | 0.6% | 0% | -2%
Cc1nc2ccccc2n1CSc1ccccc1
  -6 | 6%[57.1 µM] | 2% | -1% | -1% | 7 | -0.1% | -10% | 2%
Cc1ccc2sc(-c3ccc(N)cc3)nc2c1
  2 | 355%[activator] | 11% | -10% | u | -10 | 10% | -2% | -2%
Cc1cc(C)c2c(n1)nn1c(C)c(CCC(=O)Nc3cccc(C)c3C)c(C)nc21
  -3 | 14% | -5% | -4% | 10% | 1 | 14% | -5% | 0%

Some of the compounds tested (hit frequency here may not be typical).
